Source: PubChem
ATXN viability – cell viability loss in ATXN counter-screen; Potency, µM (highest dose often 56.7 µM), actives largely listed as cytotoxic; S2 cells (HEK-293 line with an ATXN2-luciferase reporter) viability, CellTiter-Fluor protease fluorescence, 24 h; hit rate 0.49% among 400,000; also: potency is read from the fitted curve at half-maximal effect; nearly all actives have a fitted effect of over 40% in size
Nrf2 inh – inhibitors of Nrf2 signaling; hit rate 2.1% among 360,000; Potency, µM (top dose mostly 46 µM), for the others: top-dose activity change, negative = inhibition, hits mostly inhibitors; A549 ARE-Fluc reporter, luciferase luminescence, 18-24 h; also: potency is read from the fitted curve at half-maximal effect; % is scaled to controls: 0 for no effect and ±100 for the full control effect; nearly all actives have a fitted effect of over 60% in size
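A549 ARE_Fluc cells (5000/well, 5% FBS OPTI-MEM) pre-incubated 2 h, then treated with compounds 18-24 h at 37C/5% CO2 in concentration-response. CellTiter-Fluor viability read first; BugLite luciferase luminescence after 15 min at room temperature gives Nrf2 activity.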
TGFb inhibitor – blocks TGF-b signaling; hit rate 1.2% among 410,000; Potency, µM (titrated, usually from 46.1 µM), without a hit: top-dose activity, negative = inhibition, most hits filed as inhibitors; HepG2 CAGA-GFP TGF-b/SMAD3 reporter, GFP fluorescence, 18 h; TGF-beta stimulated, 500 pg/mL final; also: potency is read from the fitted curve at half-maximal effect; % is scaled to controls: 0 for no effect and ±100 for the full control effect; nearly all actives have a fitted effect of over 65% in size
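HEPG2 CAGA-GFP, 1000 cells/well; 2 h settle, 37 C; cpd via pin tool; TGF-b 500 pg/mL final; 18 h, 37 C; GFP imaging ex488/em500-530; %Activity normalised to -TGF-b and +DMSO controls; CRC fit, curve class.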
IL-2 act – IL-2 activation; AID 652025; activation, % (series mostly up to about 46 µM); hit rate 0.065% among 360,000; IL-2 activation reporter assay, cell-based qHTS; stimulated with anti-CD3/CD4/CD28 beads; in transgenic mouse T cells; in the data active = activation above about 50%; inconclusive = mostly about 30% to 49%; also: 0% is about no effect
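Using fluorescent plate cytometry, EGFP and DsRed are detected in transgenic mouse T cells stimulated 18 h at 37 degrees C with antibody-coated beads after 60 min compound pretreatment.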
EPAC2 agonist – agonists of human EPAC2 (RAPGEF4) | EPAC2 activation, biochemical qHTS; response scale: 100% = 6.5 mM cAMP response | AID 720711 | Potency, µM (doses to about 154 µM), inactives show top-dose activation, usual class: activators | hit rate 0.079% among 360,000; also: potency is read from the fitted curve at half-maximal effect; nearly all actives have a fitted effect of over 50% in size
Target sequence (Q8WZA2 whole entry, looked up): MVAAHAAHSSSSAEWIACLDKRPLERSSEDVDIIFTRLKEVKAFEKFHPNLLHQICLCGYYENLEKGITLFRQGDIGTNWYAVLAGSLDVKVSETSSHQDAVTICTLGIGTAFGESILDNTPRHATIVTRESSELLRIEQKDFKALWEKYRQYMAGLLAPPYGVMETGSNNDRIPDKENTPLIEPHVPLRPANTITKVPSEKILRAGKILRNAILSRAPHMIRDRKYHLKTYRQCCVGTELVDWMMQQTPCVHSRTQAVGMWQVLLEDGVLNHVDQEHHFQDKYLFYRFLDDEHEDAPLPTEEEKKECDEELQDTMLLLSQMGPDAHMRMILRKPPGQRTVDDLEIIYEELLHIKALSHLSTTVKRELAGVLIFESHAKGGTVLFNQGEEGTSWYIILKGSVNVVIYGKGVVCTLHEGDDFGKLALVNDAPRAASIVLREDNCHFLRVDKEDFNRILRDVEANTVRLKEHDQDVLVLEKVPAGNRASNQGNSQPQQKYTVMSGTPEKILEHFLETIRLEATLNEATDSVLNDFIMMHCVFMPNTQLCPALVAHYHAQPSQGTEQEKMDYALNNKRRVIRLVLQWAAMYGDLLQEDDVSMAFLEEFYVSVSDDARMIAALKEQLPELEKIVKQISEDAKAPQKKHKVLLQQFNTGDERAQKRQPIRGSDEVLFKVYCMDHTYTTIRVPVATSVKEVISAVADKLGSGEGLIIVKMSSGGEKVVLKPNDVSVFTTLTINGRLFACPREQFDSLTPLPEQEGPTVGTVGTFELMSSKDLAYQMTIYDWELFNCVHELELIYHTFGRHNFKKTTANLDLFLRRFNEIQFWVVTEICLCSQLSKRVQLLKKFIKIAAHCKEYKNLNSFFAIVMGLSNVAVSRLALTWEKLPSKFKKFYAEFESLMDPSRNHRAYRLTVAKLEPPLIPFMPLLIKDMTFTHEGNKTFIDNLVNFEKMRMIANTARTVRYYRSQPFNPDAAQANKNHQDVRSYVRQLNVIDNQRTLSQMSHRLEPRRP
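Guanine nucleotide exchange by EPAC2 is measured as reduced fluorescence of BODIPY-GDP once it is released from 250 nM Rap1B. Plates are read kinetically for 30 min at room temperature; results are scaled to 6.5 mM cAMP.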
ATXN2 expr inh – inhibitors of ATXN2 expression. HEK-293 ATXN2-luciferase reporter, luminescence, 24 h. Potency, µM (titrated, usually from 57 µM), without a hit: top-dose activity change, negative = inhibition, usual class: inhibitors. hit rate 0.72% among 360,000. AID 1745845; also: potency is read from the fitted curve at half-maximal effect; % is scaled to controls: 0 for no effect and ±100 for the full control effect; nearly all actives have a fitted effect of over 55% in size
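qHTS (up to 57 uM final) was run with 24 h compound exposure of reporter cells at 37 °C. Each well was multiplexed: SteadyGlo luminescence measured ATXN2-luciferase expression after a fluorogenic Gly-Phe-AFC viability readout (25 uM final).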
A549 viability – counter-screen for Nrf2 inhibitors: cytotoxicity in A549 cells; A549 ARE-Fluc cells, CellTiter-Fluor viability, 18-24 h; Potency, µM (series often up to 46 µM), inactives show at the highest dose activity change, negative = cytotoxicity, usual class: inhibitors; hit rate 0.16% among 390,000; AID 504648; also: potency is read from the fitted curve at half-maximal effect; % is scaled to controls: 0 for no effect and ±100 for the full control effect
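A549 ARE-Fluc cells in 5% FBS OPTI-MEM, 5000 cells/well, rested 2 h then exposed to compounds in concentration-response for 18-24 h at 37 °C. Viability by CellTiter-Fluor fluorescence (Ex 405/Em 525) after 30 min; luciferase luminescence (BugLite, 15 min, RT) read afterwards.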
Nrf2 activator – Nrf2 pathway activation; AID 624171; AREc32 ARE-luciferase reporter (MCF7-derived line), luminescence, 24 h; Potency, µM (top dose mostly 46.1 µM), without a hit: at the top dose activation, most hits filed as activators; hit rate 0.31% among 410,000; also: potency is read from the fitted curve at half-maximal effect; % of control where 0% means no effect; nearly all actives have a fitted effect of over 65% in size
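AREc32_Fluc, 1000 cells/well, OPTI-MEM + 5% FBS, o/n 37 deg C 5% CO2; 23 nL cpd by pin tool, 24 hr; Steady-Glo 30 min RT, luminescence.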
HepG2 tox – HepG2 cytotoxicity, counter-screen for TGF-b inhibitors; HepG2 CAGA-GFP viability, ATP luminescence, 18 h; Potency, µM (titrated, usually from 46.1 µM), inactives show at the highest dose activity change, negative = cytotoxicity, most hits filed as cytotoxic; AID 588856; hit rate 0.76% among 410,000; also: potency is read from the fitted curve at half-maximal effect; some results filed as inactive show a strong effect at the top dose
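CellTiter-Glo luminescence gave cytotoxicity after 18 hours at 37 degrees C. The cells were HepG2 CAGA-GFP in 1% FBS DMEM, stimulated with 500 pg/mL TGF-beta after compound addition. %Activity was normalised to no-cell wells (complete cell-killing) and DMSO (no toxicity), and curves were fitted and classified.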
Active calls of the source: *; i = inactive; ? = inconclusive; · = no result given; & = joins results of further samples; [ ] = remark or other dose. Unless noted, calls follow the shape of the dose curve; as a rule, active = well fitted curve in the direction sought with a large enough effect; inconclusive = small, poorly fitted or top-dose-only effect, or another doubt; inactive = no such curve, though single readings can be large; an effect the other way counts as inactive or inconclusive.

SMILES	ATXN viability	Nrf2 inh	TGFb inhibitor	IL-2 act	EPAC2 agonist	ATXN2 expr inh	A549 viability	Nrf2 activator	HepG2 tox
O=C1NC[C@H](c2ccccc2)N(CC2CCCCC2)C1=O	i	4%	1%	0.2	8%	3%	-7%	-1.0%	-1%
CCOc1ccc(-c2cc(OC(=O)c3ccccc3)c3c(C)oc(C)c3c(=O)c2)cc1	?	9%	30%	·	·	-27%	-10%	3.9%	-28%
O=C(CSc1nnc(-c2ccc(Cl)cc2)n1CC1CCCO1)NC1CCS(=O)(=O)C1 (stereo not drawn)	i	8%	0%	0.4	17%	-31%	6%	-0.2%	-3%
CCOC(=O)[C@]12CCCC=C1N(Cc1cccc3ccccc13)C(=O)[C@H](CC(=O)NCC1CCCCC1)C2	i	·	·	0.0	-2%	31%	·	0.5%	·
O=C(Nc1cccc2nsnc12)c1cccs1	i	?	-11%&-9%	1.8&-2.0	4%&3%	41%&0%[activator]	-11%&-2%	7.9µM*	-28%&7%
COc1ccc2nc(NC(=O)C3CCN(S(=O)(=O)c4cccnc4)CC3)sc2c1	i	-24%	-8%	-0.9	4%	-38%	2%	0.6%	-31%
N#CCCN=C(NS(=O)(=O)c1ccccc1)c1ccccc1	i	1%	3%	-0.3	4%	22%	0%	1.5%	-5%
Cc1nc(C)c(CCNC(=O)c2cccc(Cl)c2)s1	?	-30%	-14%	-0.4	5%	-4%	10%	0.3%	-5%
CC(Oc1ccc(Cl)cc1)C(=O)N1CCCc2ccccc21 (stereo not drawn)	i	1%	-1%	0.0	10%	-3%	19%	0.3%	-66%
CCOC(=O)C(CC)n1cnc2sc3c(c2c1=O)CCC3 (stereo not drawn)	i	8%	-4%	0.7	-19%	3%	-4%	3.6%	7%
COc1cc(/C=C/C(=O)OCC(=O)Nc2ccc3c(c2)OCO3)ccc1O	i	9%	0%	-0.6	5%	9%	-1%	6.4%	-2%
COCCCn1cn[nH]c1=S	i	5%	2%	1.7	-2%	-33%	-3%	-0.4%	-23%
COC(C)c1oc2c(C)c3oc(=O)cc(C)c3cc2c1C (stereo not drawn)	i	?	5%	-4.0	-1%	25%	-1%	8.6%	1%
CC1Cn2c(nnc2-c2cccc(N)c2)S1 (stereo not drawn)	i	1%	25%	-1.7	0%	7%	1%	0.0%	12%
CCC1Oc2ccc(C)cc2N(CC(=O)NCc2cccc(OC)c2)C1=O (stereo not drawn)	i	-15%	-2%	2.4	6%	-1%	-2%	-0.4%	-1%
COc1ccccc1CNC(=O)C(=O)NCC(c1cccs1)S(=O)(=O)c1ccccc1 (stereo not drawn)	i	·	-4%	·	·	-8%	1%	5.3%	-32%

Ordered by the number under EPAC2 agonist (highest first): five of the compounds above
SMILES	IL-2 act	EPAC2 agonist	Nrf2 activator
CC(Oc1ccc(Cl)cc1)C(=O)N1CCCc2ccccc21 (stereo not drawn)	0.0	10%	0.3%
COc1cc(/C=C/C(=O)OCC(=O)Nc2ccc3c(c2)OCO3)ccc1O	-0.6	5%	6.4%
COC(C)c1oc2c(C)c3oc(=O)cc(C)c3cc2c1C (stereo not drawn)	-4.0	-1%	8.6%
COCCCn1cn[nH]c1=S	1.7	-2%	-0.4%
CCOC(=O)C(CC)n1cnc2sc3c(c2c1=O)CCC3 (stereo not drawn)	0.7	-19%	3.6%

More entries follow:
SMILES	ATXN viability	Nrf2 inh	TGFb inhibitor	IL-2 act	EPAC2 agonist	ATXN2 expr inh	A549 viability	Nrf2 activator	HepG2 tox
Cn1c(SCC(=O)Nc2nnc(-c3ccccc3)o2)nnc1C1CC1	i	-10%	11%	-4.1	7%	7%	0%	0.3%	-6%
O=c1c2ccccc2nc2n1CCC2O (stereo not drawn)	i	-7%	4%	-0.5	14%	-6%	3%	-0.4%	-9%
O=C(NC1CCN(C(=S)NCCc2ccccc2)CC1)C1CCCCC1	i	-13%	-1%	-0.3	2%	-6%	2%	0.0%	1%
COC(=O)[C@@]1(Cc2ccccc2)[C@H]2C(=O)N(Cc3ccccc3)C(=O)[C@H]2[C@H]2CN=C(SCC(=O)c3ccccc3)N21	?	?	?	-0.5	11%	9%	-19%	4.6%	-7%
CCc1nc(CN(C)C(=O)C2CCC(=O)N(Cc3cccc(F)c3)C2)no1 (stereo not drawn)	i	1%	-3%	-1.8	1%	9%	-4%	0.0%	3%
Cc1cc(OCc2nnc(SCC(=O)OC3CCCCC3)o2)ccc1Cl	i	-13%	15%	15	1%	-9%	-3%	-0.1%	0%
Brc1cc(Br)c2ncnc(N3CCCCC3)c2c1	i	26µM*	6.3µM*	-0.2	14%	-23%	?	-0.3%	-40%
NS(=O)(=O)c1ccc(NC(=O)COc2ccc(Cl)cc2)cc1	i	4%	-2%	1.4	5%	·	0%	-0.9%	-20%
COCCn1c(Cc2ccccc2)nnc1SCC(=O)NC1CC1	i	-27%	-1%	-0.1	15%	13%	8%	-0.2%	-4%
O=C(CCN1CCCCC1=O)NC1CCCN(Cc2ccc(Cl)cc2)C1 (stereo not drawn)	i	12%	-25%	-2.1	1%	0%	0%	-0.7%	4%
Cc1ccc(C)c(NC(=O)CSc2nc(N)c(NC(=O)c3cccs3)c(=O)[nH]2)c1	i	14%	-1%	-2.1	20%	2%	5%	-0.2%	-1%
COc1ccc(CCNC(=O)C(=O)NCC2CCCO2)cc1OC (stereo not drawn)	i	-3%	-4%	-2.9	3%	4%	3%	-1.0%	-10%
Cc1ccc(Oc2nc3c(c(=O)n(C)c(=O)n3C)n2C)cc1C	i	-16%	-10%	-0.3	-3%	7%	2%	0.0%	-23%
O=C(NC1C2CC3CC(C2)CC1C3)C1CC1 (stereo not drawn)	i	21%	0%	-0.5	6%	0%	-2%	-1.0%	1%
C=CCOC(=O)N1CCC2CC1c1c(-c3ccc(C(F)(F)F)cc3)cccc12 (stereo not drawn)	i	·	?	-0.4	-8%	-13%	·	0.6%	-34%
C[C@H]1CN([C@@H](C)CO)C(=O)c2cc(Br)cnc2O[C@H]1CN(C)C(=O)C1CC1	?	·	8%	-1.1	-6%	2%	·	-0.3%	-10%
COc1cccc(CN(C)C(=O)c2cccc(NC(=O)CC3SC(N4CCCCC4)=NC3=O)c2)c1OC (stereo not drawn)	i	-23%	-18%	-0.9	0%	-23%	-8%	-1.1%	-28%
COc1ccccc1NC(=O)C1=C(C)NC(=O)NC1c1cc(C)cs1 (stereo not drawn)	i	-17%	?	0.0	-3%	1%	-7%	0.8%	21%
Cc1ccc(Oc2nnc(-c3cccs3)c3ccccc23)cc1	i	-4%	-3%	9.5	22%	-4%	3%	-0.7%	15%
Cc1ccc(N2C(=O)C(Cl)=C(Nc3c(C)n(C)n(-c4ccccc4)c3=O)C2=O)cc1	i	8%	?	1.5	7%	-1%	-1%	0.0%	1%
COc1ccc(NS(=O)(=O)c2cccc(C(=O)NNC(=O)c3cccn3C)c2)cc1	i	-3%	2%	-0.8	2%	-3%	2%	-0.3%	-9%
O=c1cc(CN2CCN(c3ccccc3)CC2)c2c(ccc3ccccc32)o1	i	-16%	-21%	-0.2	12%	-17%	4%	0.5%	-4%
Brc1ccc([C@H]2CN3CCSC3=N2)cc1	i	8%	2%	0.2	5%	1%	-1%	-1.1%	-8%
CN(Cc1ccc(C(F)(F)F)cc1)C(=O)[C@H]1O[C@@H](n2cnc3c(N)ncnc32)[C@H](O)[C@@H]1O	i	·	36%[activator]	0.2	5%	2%	·	-0.1%	-16%

A different layout for four compounds above.
Second line of a record: ATXN viability | Nrf2 inh | TGFb inhibitor | IL-2 act | EPAC2 agonist | ATXN2 expr inh | A549 viability | Nrf2 activator | HepG2 tox
> COc1cccc(CN(C)C(=O)c2cccc(NC(=O)CC3SC(N4CCCCC4)=NC3=O)c2)c1OC (stereo not drawn)
    i | -23% | -18% | -0.9 | 0% | -23% | -8% | -1.1% | -28%
> COc1ccccc1NC(=O)C1=C(C)NC(=O)NC1c1cc(C)cs1 (stereo not drawn)
    i | -17% | ? | 0.0 | -3% | 1% | -7% | 0.8% | 21%
> Cc1ccc(Oc2nnc(-c3cccs3)c3ccccc23)cc1
    i | -4% | -3% | 9.5 | 22% | -4% | 3% | -0.7% | 15%
> Cc1ccc(N2C(=O)C(Cl)=C(Nc3c(C)n(C)n(-c4ccccc4)c3=O)C2=O)cc1
    i | 8% | ? | 1.5 | 7% | -1% | -1% | 0.0% | 1%

The results go on.
SMILES	ATXN viability	Nrf2 inh	TGFb inhibitor	IL-2 act	EPAC2 agonist	ATXN2 expr inh	A549 viability	Nrf2 activator	HepG2 tox
CCOc1ccc(NC(=O)C(C)O)c(NS(=O)(=O)c2ccc(CCNC(C)=O)cc2)c1 (stereo not drawn)	i	11%	0%	0.9	6%	5%	-6%	-0.5%	8%
COc1ccc(Cc2nnc(NC(=O)c3cccc([N+](=O)[O-])c3C)s2)cc1	i	11%	25%	-1.9	7%	-7%	?	-0.8%	-25%
O=C(O)c1ccccc1C(=O)c1ccc2c(c1)N(Cc1cccc(F)c1)C(=O)CO2	i	10%	1%	-4.2	9%	4%	-7%	-0.5%[9.22 µM]	1%
CCCn1c(-c2ccncc2)n[nH]c1=S	i	4%	4%	0.1	7%	-9%	0%	-0.1%	-9%
O=c1cc(O)c2ccccc2n1Cc1ccccc1F	i	-5%	-1%	1.4	0%	-4%	-1%	-0.2%	-2%
O=C(COC(=O)CC1CC2CCC1C2)NC(=O)NCc1ccco1 (stereo not drawn)	i	-4%	20%	-0.7	9%	0%	1%	0.6%	2%
COc1cccc(CNC(=O)CCc2c(C)nn(-c3ccc(N4CCCC4)nn3)c2C)c1	·	-1%	-5%	·	·	·	3%	0.1%	0%
